phage Ecoli inh: E. coli growth loss with phage present; growth absorbance; inhibition, % at 11.9 µM; 360,000 compounds, 0.26% hits; in the data active means inhibition above about 11%
SUMO Mot1 rescue: inhibitors of SUMOylation pathway: yeast Mot1-301 growth rescue; S. cerevisiae Mot1-301 growth rescue, ATP luminescence, 38.5C; percent above DMSO median, 100 means doubled; growth rescue, % at 18.8 µM; 320,000 compounds, 1% hits; AID 2716;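 active means every valid replicate shows activation above 250% relative to neutral control wells; inactive means the rest, any valid replicate at or below 250%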;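 further: OY570 slx delta 5 strain wells were the positive control but not used for scaling; some compounds called inactive have numbers as strong as hits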
PKA-R1A activ: activates the PKA-R1A holoenzyme complex. P00514+P68181. activation, % at 11.4 µM. 340,000 compounds, 0.083% hits. PKA-R1A dissociation, Cy5-IP20 fluorescence polarization; scaled: DMSO 0%, 113 µM cGMP 100%;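 active means percent activation above the mean of all tested compounds plus 3 SD, cut at about 19% in these data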;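 further: higher means more PKAc released from R1A so a rise in polarization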
AddAB inh: less growth of phage-infected E. coli with AddAB. 330,000 compounds, 0.29% hits. inhibition, % at 11.9 µM. E. coli expressing H. pylori AddAB, absorbance growth. AID 435030; in the data active means inhibition above about 12%;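 further: 0% = vehicle wells of infected cells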
PfHsp90 yeast 2: growth inhibition of yeast expressing Plasmodium Hsp90; inhibition, % at 9.4 µM; 310,000 compounds, 0.32% hits; AID 504621; S. cerevisiae expressing PfHsp90, BacTiter-Glo ATP, 48 h; yeast lacking PDR1 and PDR3 efflux regulators;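 active means every replicate shows inhibition above about 80%, whatever the replicate mean, limit read from the data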;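 further: 0% = DMSO neutral controls and 100% = 20 µM radicicol positive controls; yeast relying on Plasmodium falciparum Hsp90 in place of its own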
Ecoli viability: bacterial growth inhibition, counter-screen for AddAB inhibitors; inhibition, % at 11.9 µM; E. coli V3065 growth, OD600 absorbance, 18 h; 330,000 compounds, 0.27% hits;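 active means inhibition above the campaign's mean inhibition across all tested compounds plus 3 SD, cut at about 9.9% in these data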;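 further: uninfected addAB+ strain grown without phage in ampicillin broth; 0% = DMSO wells and 100% = ciprofloxacin 0.95 µg/ml wells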
OPRM1-OPRD1 inv: inverse agonist of human OPRM1-OPRD1 heterodimerization | P35372+P41143 | cell-based MOR-DOR heterodimer luminescence, inverse agonism | inhibition, % at 9.3 µM | 340,000 compounds, 0.21% hits | AID 504357; in the data active means inhibition above about 22%, passing the limit was not always enough;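 further: 0% = cells with DMSO and 100% = wells without cells with DMSO; values of inactives mirror those of a sister screen read the other way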
DSG3 Ab inh: inhibitors of pemphigus antibody binding to human desmoglein-3; P32926; binding (percent of control), % at 10 µM; 310,000 compounds, 0.48% hits; AID 588358; DSG3-coupled beads, scFv-anti-DSG3-GFP binding, flow cytometry; active compounds read low;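 active means binding more than 3 SD below its plate's average and above zero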;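 further: hits lower antibody fragment binding to DSG3; some compounds called inactive have numbers as strong as hits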
HTR5A inv ctr: inverse agonist of human HTR5A in OPRM1-OPRD1 counter-screen; HTR5A cell line, luminescence, inverse agonism; inhibition, % at 9.3 µM; 340,000 compounds, 0.083% hits; in the data active means inhibition mostly above about 23%, no sharp cut-off; inactive means mostly below about 18%;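 further: 0% = cells with DMSO and 100% = no-cell wells with DMSO; some compounds called inactive have numbers as strong as hits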
Target sequence (P47898 whole entry, looked up): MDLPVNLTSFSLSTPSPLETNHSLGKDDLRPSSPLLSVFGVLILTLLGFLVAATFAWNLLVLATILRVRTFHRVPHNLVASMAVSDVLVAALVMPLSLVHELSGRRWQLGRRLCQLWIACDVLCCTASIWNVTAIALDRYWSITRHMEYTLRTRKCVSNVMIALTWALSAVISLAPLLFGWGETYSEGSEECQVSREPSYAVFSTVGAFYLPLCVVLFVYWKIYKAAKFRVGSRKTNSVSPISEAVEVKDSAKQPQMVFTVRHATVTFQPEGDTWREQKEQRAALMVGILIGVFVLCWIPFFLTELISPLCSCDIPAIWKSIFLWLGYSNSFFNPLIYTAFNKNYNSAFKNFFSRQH
HTR5A ag ctr: HTR5A agonism, opioid heterodimer counter-screen | HTR5A agonist assay, luminescence, cell-based | activation, % at 9.3 µM | 340,000 compounds, 0.61% hits; in the data active means activation mostly above about 9.5%, no sharp cut-off; inactive means mostly below about 7.6%;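 further: 0% = cells with vehicle only and 100% = reference agonist; strong numbers were not always called active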
MOR-DOR ag: OPRM1-OPRD1 heterodimerization agonism | activation, % at 9.3 µM | cells, luminescence | 340,000 compounds, 0.3% hits | AID 504326 | P35372+P41143; in the data active means activation above about 18%;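 further: 0% = vehicle-treated cells and 100% = reference agonist; values of inactives mirror those of a sister screen read the other way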
The depositor's hits bear a star; . = no result given. Hits appear at their usual frequency; 3.2% or so of the library scored in one or more.

SMILES	phage Ecoli inh	SUMO Mot1 rescue	PKA-R1A activ	AddAB inh	PfHsp90 yeast 2	Ecoli viability	OPRM1-OPRD1 inv	DSG3 Ab inh	HTR5A inv ctr	HTR5A ag ctr	MOR-DOR ag
Cc1ccc(Cn2nc(-c3ccccc3)nc2-c2ccccc2)cc1	2.5	21	-2	2.1	-15	-1.5	-23	105	-5	2	4.5
CCCNC(=O)c1nc(C)n(-c2ccc([N+](=O)[O-])cc2)n1	4.3	206	.	4.7	0	0.8	.	107	.	.	.
CCOc1ccccc1NC(=O)Nc1ccccn1	4.2	-9	5	-0.3	-15	0.4	-11	100	-4	2	2.2
O=C(CN1CCN(CC(=O)Nc2cccc(F)c2)CC1)Nc1ccc(-c2ccccc2)cc1	1.7	-8	5	3.0	21	-0.6	11	101	-2	3	-2.0
CC(Sc1nc2ccccc2s1)C(=O)Nc1ccc2c(c1)OCO2 (centres undefined)	.	2	-1	-1.9	36	-1.6	2	81	20	-4	-0.2
COc1ccc(S(=O)(=O)N2CCCCC2)cc1Br	0.2	0	0	3.2	3	-1.1	3	102	-1	0	-0.5
O=C(CN(Cc1ccccc1F)S(=O)(=O)c1ccc(Cl)cc1)NCCC1=CCCCC1	4.3	-9	-4	0.2	15	-0.6	-15	102	-18	-3	2.9
Cc1ccc(OCc2cc(C(=O)N(C)CCc3ccccn3)no2)cn1	1.4	-17	7	-1.3	-9	0.5	5	107	8	2	-1.1
C/C(=N\Nc1ccccc1)c1cccs1	-0.2	.	-13	.	4	.	16	98	2	0	-3.0
Nc1ccc(CNC(=O)OCC2c3ccccc3-c3ccccc32)cc1	3.6	111	-7	-2.4	-9	-0.1	1	94	-19	7	-0.2
O=C(NS(=O)(=O)c1ccccc1)c1cccc(Br)c1	2.5	-15	-3	3.0	5	4.1	16	99	-1	0	-3.1
CCOC(=O)c1c(NC(=O)CCN2CCOCC2)sc(C)c1-c1ccccc1	0.9	54	3	-0.6	-35	-0.8	-7	97	-6	2	1.5
CN(C)S(=O)(=O)c1ccc(Cl)c(C(=O)NC2=NCCS2)c1	-0.9	-13	-11	-1.2	-1	-1.9	9	101	6	-2	-2.0
CCC(C)NC(=O)C1CCN(S(=O)(=O)c2ccc3c(c2)CC(C)N3C(C)=O)CC1 (centres undefined)	3.0	-3	-6	-1.5	14	2.1	11	102	-27	10	-2.1
COCCn1c(=O)[nH]c2cc(C(=O)NCCc3ccc(S(N)(=O)=O)cc3)ccc2c1=O	2.0	1	-5	3.8	0	-1.1	5	100	-4	1	-1.1
CSc1nc(=S)c2[nH]c(=S)[nH]c2[nH]1	1.2	-17	-7	.	-5	.	12	83	-2	0	-2.4
Cc1cnc(NC(=O)c2ccc3c(c2)C(=O)N(Cc2cccnc2)C3=O)s1	2.5	-5	-10	-2.5	-4	-3.1	13	108	-12	5	-2.5
COc1ccc2oc(C(=O)OCC(=O)Nc3ccc(OC)c(S(N)(=O)=O)c3)c(C)c2c1	1.5	-3	-4	-1.4	-22	-1.8	5	104	-4	-11	-0.8
O=C(C=C1CCN(c2ncc(C(F)(F)F)cc2Cl)CC1)NNC(=O)Nc1ccc(Cl)cc1	2.5	6	-8	2.0	7	-2.5	16	.	-2	1	-3.1
O=C(Nc1cccc([N+](=O)[O-])c1)c1ccc(-c2ccccc2)cc1	5.6	5	-6	5.1	-23	-0.3	-56	87	-3	4	8.3
O=C(Cc1c(F)cccc1Cl)OCN1C(=O)c2ccccc2C1=O	-2.7	272	0	1.7	-8	-1.0	3	.	3	-1	-0.4
Cc1oc2c(C)c3oc(=O)c(CCC(=O)NCCN4CCOCC4)c(C)c3cc2c1C	0.7	-11	-2	3.0	1	-1.7	12	.	2	1	-2.4
O=C(OCn1nnc2ccccc2c1=O)c1cccs1	2.9	5	3	2.7	12	0.3	8	129	16	-1	-1.3
O=C(c1cccc(C(F)(F)F)c1)N1CCOc2ccccc21	2.8	-15	2	2.7	-37	3.2	-10	103	-3	1	2.1
Cc1ccc(CSc2nnc(-c3ccc(S(=O)(=O)N4CCCC4)cc3)o2)cc1	4.0	0	-7	2.9	.	0.0	23	98	-9	9	-5.0

Reprinted from the entries so far, 2 compounds:
SMILES	phage Ecoli inh	SUMO Mot1 rescue	PKA-R1A activ	AddAB inh	PfHsp90 yeast 2	Ecoli viability	OPRM1-OPRD1 inv	DSG3 Ab inh	HTR5A inv ctr	HTR5A ag ctr	MOR-DOR ag
O=C(c1cccc(C(F)(F)F)c1)N1CCOc2ccccc21	2.8	-15	2	2.7	-37	3.2	-10	103	-3	1	2.1
Cc1ccc(CSc2nnc(-c3ccc(S(=O)(=O)N4CCCC4)cc3)o2)cc1	4.0	0	-7	2.9	.	0.0	23	98	-9	9	-5.0

Complete entries from above. Values in the order: phage Ecoli inh	SUMO Mot1 rescue	PKA-R1A activ	AddAB inh	PfHsp90 yeast 2	Ecoli viability	OPRM1-OPRD1 inv	DSG3 Ab inh	HTR5A inv ctr	HTR5A ag ctr	MOR-DOR ag
Results for Nc1ccc(CNC(=O)OCC2c3ccccc3-c3ccccc32)cc1 = 3.6	111	-7	-2.4	-9	-0.1	1	94	-19	7	-0.2
Results for CCC(C)NC(=O)C1CCN(S(=O)(=O)c2ccc3c(c2)CC(C)N3C(C)=O)CC1 (centres undefined) = 3.0	-3	-6	-1.5	14	2.1	11	102	-27	10	-2.1

Quoted from the listing.
In PfHsp90 yeast 2, `O=C(C=C1CCN(c2ncc(C(F)(F)F)cc2Cl)CC1)NNC(=O)Nc1ccc(Cl)cc1` shows 7
In DSG3 Ab inh, `CCOC(=O)c1c(NC(=O)CCN2CCOCC2)sc(C)c1-c1ccccc1` shows 97
In AddAB inh, `O=C(NS(=O)(=O)c1ccccc1)c1cccc(Br)c1` shows 3.0

Further structures.
SMILES	phage Ecoli inh	SUMO Mot1 rescue	PKA-R1A activ	AddAB inh	PfHsp90 yeast 2	Ecoli viability	OPRM1-OPRD1 inv	DSG3 Ab inh	HTR5A inv ctr	HTR5A ag ctr	MOR-DOR ag
O=C(NCCCN1CCCC1=O)c1ccccc1NS(=O)(=O)c1ccc(F)cc1	-2.5	-5	-5	0.4	-7	1.4	10	100	15	-3	-1.7
O=C(Nc1nnc(COc2ccc(Cl)cc2)s1)c1ccc([N+](=O)[O-])cc1	4.4	-13	-12	4.0	-44	2.6	16	102	-20	8	-3.8
O=C(NCCCn1ccnc1)c1ccc(Cl)c(Cl)c1	0.7	-19	-7	1.2	4	0.9	16	126	-4	1	-3.3
C[C@H]1CN([C@@H](C)CO)C(=O)c2cccc(NC(=O)C3CC3)c2O[C@H]1CN(C)Cc1ccncc1	1.9	8	-2	3.4	33	1.7	21	102	-21	7	-3.6
CCOc1cc(CNCCc2ccc(S(N)(=O)=O)cc2)ccc1OCC(=O)NC1CCCCC1	-1.7	-12	-9	0.6	17	-0.9	12	98	33	-4	-3.0
Cc1cc(C)n2nc(SC(C)C(=O)N3CCCC3)nc2n1 (centres undefined)	0.1	.	-12	.	6	.	18	102	11	6	-3.6
COc1cc(/C=C2\SC(=S)N(CCC(=O)Nc3cccc(O)c3)C2=O)cc(OC)c1OC	-1.8	-16	-1	1.3	4	-0.5	4	114	-8	2	-0.8
O=C(COC(=O)/C(=C/c1cccs1)c1cccs1)NCc1ccccc1Cl	4.7	-4	-11	1.2	-19	2.3	-16	89	-11	4	2.2
CN(CC(=O)Nc1ccc(F)c(F)c1F)C(=O)C1=NN(c2ccccc2)C(=O)CC1	2.9	44	-3	1.1	-2	-1.2	3	96	23	-10	-0.6
O=C(c1cc(N2C(=O)C3C4CCC(C4)C3C2=O)ccc1Cl)N1CCN(c2ccccc2F)CC1 (centres undefined)	3.0	-7	-8	0.2	-7	-0.1	1	93	-12	-3	-0.2
COc1ccc(S(=O)(=O)N2CCCCC2)cc1NC(=O)CCOc1cc(C)ccc1C	1.6	-5	-8	0.3	15	-0.2	-5	.	-14	6	1.1
Cc1cccc(Nc2n[nH]c(C)c2[N+](=O)[O-])c1	4.0	130	-10	4.6	-14	-0.9	11	98	-2	1	-2.1
Cc1ccc(NC(=O)CSc2nnc(CNC(=O)c3ccco3)n2C)c(C)c1	3.6	5	-4	-1.6	.	-0.3	16	106	4	-2	-3.0
O=C(Nc1ccccn1)C1CCN(c2ncnc3c2nc2n3CCCCC2)CC1	4.3	283	3	3.6	2	0.2	-8	104	20	0	1.5
CCOc1ccccc1NC(=O)c1sc2ncn(CC(=O)N3CCOCC3)c(=O)c2c1C	1.9	-11	-12	2.7	-1	1.5	13	103	-23	6	-2.4
COc1ccc(NC(=O)N(C)C[C@H]2Oc3c(NC(=O)Nc4ccc(C(F)(F)F)cc4)cccc3C(=O)N([C@H](C)CO)C[C@@H]2C)cc1	1.2	-6	-11	-0.6	5	-1.7	11	110	-38	2	-1.9
CCn1c(SCc2ccccc2)nnc1-c1cccs1	2.8	-13	-6	0.9	.	-0.5	-11	.	-13	7	1.9
CN(C)/C=C(\C#N)c1nc2ccccc2[nH]1	0.4	-20	4	-0.1	-8	1.4	13	100	14	-4	-2.3
COc1ccc(CCNC(=O)C2CCN(S(=O)(=O)c3cccs3)CC2)cc1OC	2.9	1	-4	0.6	-11	-0.2	11	98	2	-3	-2.2
O=C(c1ccc(-c2nnc(Nc3ccccc3)c3ccccc23)cc1)N1C[C@H]2C[C@H](C1)c1cccc(=O)n1C2	1.9	-3	-8	2.0	.	1.4	18	99	22	-10	-3.7
Cc1ccc([C@@H]2CC=C(C(=O)O)[C@H](c3ccccc3)N2S(=O)(=O)c2ccc(C)cc2)cc1	1.9	110	-5	-0.8	-17	0.6	1	111	7	0	-0.3
CCCCCCCCN1[C@@H](CC(=O)OC)c2cc(F)ccc2S1(=O)=O	-0.5	-6	7	2.8	.	-2.7	-12	101	-6	11	2.2
CCOC(=O)c1[nH]c2ccccc2c1NC(=O)c1ccc(Br)o1	2.5	1	-10	1.6	-118	-0.9	4	.	29	4	-0.8
CC(C)(C)c1oc(C(=O)O)cc1CN1CCOCC1	2.6	-12	5	1.3	-12	1.6	9	97	26	-1	-1.7
O=C1NC(=S)N/C1=C/c1cc2c(cc1[N+](=O)[O-])OCO2	3.7	111	1	2.1	-31	2.5	11	110	20	-6	-2.3

An excerpt from above in order of molecular weight, ascending.
SMILES	phage Ecoli inh	SUMO Mot1 rescue	PKA-R1A activ	AddAB inh	PfHsp90 yeast 2	Ecoli viability	OPRM1-OPRD1 inv	DSG3 Ab inh	HTR5A inv ctr	HTR5A ag ctr	MOR-DOR ag
O=C(Nc1nnc(COc2ccc(Cl)cc2)s1)c1ccc([N+](=O)[O-])cc1	4.4	-13	-12	4.0	-44	2.6	16	102	-20	8	-3.8
CN(CC(=O)Nc1ccc(F)c(F)c1F)C(=O)C1=NN(c2ccccc2)C(=O)CC1	2.9	44	-3	1.1	-2	-1.2	3	96	23	-10	-0.6
O=C(c1ccc(-c2nnc(Nc3ccccc3)c3ccccc23)cc1)N1C[C@H]2C[C@H](C1)c1cccc(=O)n1C2	1.9	-3	-8	2.0	.	1.4	18	99	22	-10	-3.7
